Screening results (PubChem)
Casp6 inh = inhibitors of human caspase-6; inhibition, % at 12.5 µM; P55212; purified caspase-6, Z-VEID-R110 cleavage fluorescence; AID 686996; 350,000 compounds, 0.53% hits;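 active = mean inhibition across replicates at least about 35%, with every replicate also reaching that limit, limit read from the data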;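 note: 0% = median of neutral control wells and 100% = no fluorescence left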
Target sequence (P55212 24-179 limits assumed): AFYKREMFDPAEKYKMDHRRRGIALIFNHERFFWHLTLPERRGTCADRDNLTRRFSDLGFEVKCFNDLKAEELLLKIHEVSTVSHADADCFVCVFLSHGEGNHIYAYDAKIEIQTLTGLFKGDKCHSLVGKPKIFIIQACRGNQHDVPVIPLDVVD
Target sequence (P55212 194-293 limits assumed): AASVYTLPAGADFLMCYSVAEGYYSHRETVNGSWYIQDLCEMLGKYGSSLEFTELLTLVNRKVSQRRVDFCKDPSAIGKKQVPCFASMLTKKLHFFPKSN
LGR2 antag = inhibitors of bursicon-induced Drosophila LGR2 receptor cAMP signaling | HEK293 LGR2, CRE-luciferase, bursicon-stimulated, 4 h | inhibition, % at 9.99 µM | 380,000 compounds, 0.35% hits;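 active = drop in luminescence signal, shown as inhibition above about 50% in the replicate tests, limit read from the data, passing the limit was not always enough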;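 note: agonist challenge used bursicon conditioned medium at about half maximal strength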
Statin myotox sup = suppressors of simvastatin-induced myotoxicity in C2C12 myotubes; ATP luminescence, 48 h; scaled: DMSO 0, geranylgeraniol control 100; rescue of ATP level, % at 7.49 µM; 330,000 compounds, 0.78% hits;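 active = mean ATP rescue above about 67%, or every replicate alone reaching that limit, limit read from the data, passing the limit was not always enough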;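 note: myotubes were challenged with 10 µM simvastatin during compound exposure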
S100A4 inh HTS = blocks human S100A4 binding to myosin IIA peptide. P26447. AID 652163. S100A4/TAMRA-MyoIIA peptide fluorescence polarization. 360,000 compounds, 0.14% hits. inhibition, % at 10.7 µM;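 active = mean inhibition of at least 70% across replicates, with every replicate also reaching that level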
Target sequence (P26447 whole entry, looked up): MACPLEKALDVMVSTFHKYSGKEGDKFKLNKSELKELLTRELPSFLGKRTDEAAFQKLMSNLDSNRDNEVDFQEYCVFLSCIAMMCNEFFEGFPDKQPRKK
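Material: S100A4 monomer (human). Medium: Calcium-containing HEPES buffer, pH 7.2. Probe or stimulus: labelled myosin peptide probe, 5 nM. Compound dosing: one concentration per compound. Timing: polarization read 5 min after assay mix addition, stable 5–60 min. Benchmarks: DMSO as neutral control, TFP as positive control.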
FN deposit inh = fibronectin deposition inhibition. AH1F fibroblasts, Alexa488-fibronectin deposition fluorescence, overnight. inhibition, % at 12.6 µM. 350,000 compounds, 0.086% hits;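 active = mean inhibition across replicates of 30% or more, regardless of how many single replicates reach that level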;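 note: positive control wells lacked labelled fibronectin entirely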
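Schedule: 1 h cell adhesion before compound, then overnight fibronectin incubation; test system: AH1F fibroblast monolayer depositing Alexa488-labelled fibronectin into matrix; quantity: 10000 AH1F cells per well; probe or stimulus: fluorescent fibronectin at 24 nM final; signal: fluorescence, ex 485 nm, em 525 nm; evaluation: percent inhibition as loss of matrix-bound fibronectin fluorescence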
SIRT5 block = sirtuin-5 (human) deacylase inhibition | Q9NXA8 | Purified SirT5, succinyl-peptide AMC, trypsin-coupled fluorescence | inhibition, % at 15 µM | 330,000 compounds, 1.1% hits | AID 652115; in the data active = inhibition above about 15%
Target sequence (Q9NXA8 whole entry, looked up): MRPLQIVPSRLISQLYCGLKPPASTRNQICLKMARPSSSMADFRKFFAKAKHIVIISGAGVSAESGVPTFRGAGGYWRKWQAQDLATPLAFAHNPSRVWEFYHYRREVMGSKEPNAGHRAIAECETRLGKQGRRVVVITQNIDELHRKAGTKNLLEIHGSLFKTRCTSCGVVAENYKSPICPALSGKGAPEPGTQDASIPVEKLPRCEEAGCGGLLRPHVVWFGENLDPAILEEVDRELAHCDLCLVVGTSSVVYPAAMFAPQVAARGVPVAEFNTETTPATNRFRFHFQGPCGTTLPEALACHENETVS
esBAF inh = inhibitors of esBAF chromatin remodeling in mouse ES cells | Bmi1-luciferase knock-in reporter, 24 h; 100% = twice the neutral-well signal | reporter increase, % at 12.5 µM | 350,000 compounds, 2% hits; in the data active = activation above about 40%;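 note: 0% = median of the plate's neutral control wells and 100% = double that signal; a rise in the Bmi1 reporter signal indicates esBAF inhibition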
The depositor's hits bear a star; · = not tested or not shown. A portion of the library; the hit share may differ from the screen's.

#1 CN1CCCN(C(=O)CNC(=O)c2ccccc2F)CC1
#2 CCCN(CC(=O)Nc1ccc(C(N)=O)cc1)CC(=O)Nc1cc(Cl)ccc1Cl
#3 CC(=O)c1ccc(N(CC(=O)NC2CCCC2)C(=O)CNC(=O)c2cccs2)cc1
#4 CC(NC(=O)CCNS(=O)(=O)c1cccc2nonc12)c1ccccc1 (configuration not stated)
#5 COc1cccc(OCCOc2ccc(/C=C3\C(=N)N4N=C(S(C)(=O)=O)SC4=NC3=O)cc2OC)c1
#6 Cc1cccc(C)c1OCCN1CCOCC1
#7 COc1cccc(NC(=O)NCc2ccc(F)cc2)c1
#8 O=C(CCCn1c(=O)[nH]c2ccccc2c1=O)NCCSCc1ccccc1

entry no.	1	2	3	4	5	6	7	8
Casp6 inh	-10.5	-0.6	-0.3	2.9	7.8	2.8	0.4	-2.8
LGR2 antag	-20.5	·	-1.2	-5.7	-13.5	4.3	-4.2	-1.4
Statin myotox sup	9.7	2.4	11.3	5.1	7.1	7.3	·	0.4
S100A4 inh HTS	-3.4	8.2	1.5	-0.9	0.6	1.3	-2.7	-0.4
FN deposit inh	-3.0	0.4	-1.3	-8.8	1.3	-5.9	8.2	-0.8
SIRT5 block	-2.6	-1.6	-1.5	-2.0	-4.2	-4.5	-0.6	-3.0
esBAF inh	0.4	5.1	0.4	0.2	-2.5	-3.5	·	6.4

Single records, as listed above. Screens in order: Casp6 inh	LGR2 antag	Statin myotox sup	S100A4 inh HTS	FN deposit inh	SIRT5 block	esBAF inh
`Cc1cccc(C)c1OCCN1CCOCC1` in the list: 2.8	4.3	7.3	1.3	-5.9	-4.5	-3.5
`CC(NC(=O)CCNS(=O)(=O)c1cccc2nonc12)c1ccccc1` (configuration not stated) in the list: 2.9	-5.7	5.1	-0.9	-8.8	-2.0	0.2

More results follow.
#9 Cc1sc2ncnc(N3CCC(C(=O)Nc4nnc(SCc5ccccc5F)s4)CC3)c2c1C
#10 O=C(C[C@@H]1CC[C@@H]2[C@H](COC[C@H](O)CN2C(=O)Nc2ccccc2)O1)NC1Cc2ccccc2C1
#11 COc1ccc(NC(=O)N(C)C[C@@H]2Oc3ccc(NC(=O)CCCCCC(=O)Nc4ccccc4N)cc3CC(=O)N([C@@H](C)CO)C[C@@H]2C)cc1
#12 O=C(NNC(=S)NC(=O)c1ccccc1[N+](=O)[O-])c1ccccc1O
#13 COC(=O)c1cn(C(=O)c2ccccc2Cl)c2ccccc12
#14 CCc1nc2c(OCC(=O)c3ccc(Cl)cc3Cl)cccn2c1N(C=O)Cc1ccccc1
#15 COc1ccc(S(=O)(=O)Nc2cccc3c2O[C@H](CN(C)C(=O)Nc2ccccc2)[C@@H](C)CN([C@@H](C)CO)C3=O)cc1
#16 CO[C@H]1CN(C)C(=O)c2cc(NC(=O)C3CC3)ccc2OC[C@@H](C)N(C(C)=O)C[C@@H]1C

entry no.	9	10	11	12	13	14	15	16
Casp6 inh	1.3	0.2	-1.6	9.9	0.8	-3.2	-1.3	-1.9
LGR2 antag	10.7	13.1	-11.4	-17.9	2.6	13.8	-7.5	4.2
Statin myotox sup	·	0.1	6.6	·	·	-3.4	-5.8	18.0
S100A4 inh HTS	2.1	-6.8	8.6	5.3	3.2	-0.3	-7.6	1.2
FN deposit inh	6.2	-3.7	·	-14.2	-16.9	0.5	·	-5.8
SIRT5 block	-2.9	-4.5	·	-1.4	26.0*	0.0	0.6	-5.6
esBAF inh	·	-1.2	7.7	·	·	-1.4	0.3	2.5

#17 O=C(Nc1ccc(-c2ccc([N+](=O)[O-])cc2)cc1)c1ccccc1F
#18 O=C(NC1CCCCC1)N1CC(=O)N2[C@H](CO)[C@@H](c3ccc(-c4cccnc4)cc3)[C@H]2C1
#19 Oc1ccccc1-c1n[nH]c(-c2ccccc2O)n1
#20 CC1Cc2ccccc2N1C(=S)NC(=O)C1(C)CC1(Cl)Cl (configuration not stated)
#21 CC(=O)Nc1ccc(NC(=O)C(NS(=O)(=O)c2cccc3nsnc23)C(C)C)cc1 (configuration not stated)
#22 O=C(NC1CC1)c1ccc(NC(=O)C2CCC2)cc1
#23 O=C(NCc1cn(-c2ccccc2)nc1-c1ccccc1)c1cc([N+](=O)[O-])cc([N+](=O)[O-])c1
#24 CC(C)NC(=O)N[C@@H]1CC[C@@H](CCNC(=O)C2CC2)O[C@H]1CO

entry no.	17	18	19	20	21	22	23	24
Casp6 inh	-0.6	1.3	-2.7	1.1	1.0	-1.5	·	-7.2
LGR2 antag	-21.0	-4.1	-93.4	-4.5	7.8	-3.5	-13.6	7.3
Statin myotox sup	·	·	·	·	9.7	4.7	0.5	1.8
S100A4 inh HTS	4.1	-2.9	-0.9	3.8	-5.1	-2.2	·	12.6
FN deposit inh	-10.7	-4.0	16.5	-3.6	3.8	-0.6	·	10.6
SIRT5 block	-4.8	0.6	-2.8	2.8	-1.8	-2.2	·	2.2
esBAF inh	·	·	·	·	-0.4	2.0	13.2	1.5

#25 CC(C)CCN1CCN(Cc2ccc(C(F)(F)F)cc2)CC1CCO (configuration not stated)
#26 COc1ccc(C=NNc2ccc([N+](=O)[O-])cc2S(=O)(=O)Nc2ccccc2C(=O)O)cc1OC
#27 O=C(c1ccncc1)N1CC2(C1)[C@H](c1ccccc1)[C@@H](CO)N2CC1CC1
#28 O=C(NCCc1nc2ccccc2[nH]1)c1ccc([N+](=O)[O-])cc1
#29 Cc1noc(C)c1NC(=O)Nc1ccc2c(c1)C(=O)N([C@@H](C)CO)C[C@@H](C)[C@H](CN(C)C(=O)c1ccccc1)OCCCC[C@H](C)O2
#30 Cc1c(C(=O)OCC(=O)N2c3ccccc3CC2C)oc2ccccc12 (configuration not stated)
#31 Cc1cc(C)c(C#N)c(SC(C(=O)NC(C)(C)C)c2ccccc2)n1 (configuration not stated)
#32 COc1ccc(OC)c(/C=N\NC(=O)c2c(C)nc3cc(C)ccn23)c1

entry no.	25	26	27	28	29	30	31	32
Casp6 inh	2.6	28.6	-2.4	2.6	2.1	·	-0.4	-0.2
LGR2 antag	8.1	-23.0	-5.9	-5.9	-6.7	·	-7.1	4.7
Statin myotox sup	-10.9	0.8	·	·	·	-4.9	·	-4.0
S100A4 inh HTS	0.8	-3.1	-0.6	-2.3	-38.4	·	7.5	1.6
FN deposit inh	-27.0	0.3	-3.4	-2.9	·	5.4	4.4	1.7
SIRT5 block	1.7	·	0.9	-2.2	-3.7	·	-7.4	-5.4
esBAF inh	-9.6	·	·	·	10.2	-1.9	·	-7.6

#33 Cc1noc(C)c1NC(=O)N(C)C[C@H]1Oc2ncc(C#CC3CC3)cc2C(=O)N([C@H](C)CO)C[C@H]1C
#34 O=C(COC(=O)/C=C/c1ccccc1)NNC(=O)c1ccc([N+](=O)[O-])cc1
#35 O=C1COc2ccc(S(=O)(=O)N3CCCC3)cc2N1
#36 CC(=O)c1ccc(N2CCN(C(=O)c3cc(-c4cccnc4)nc4ccc(Br)cc34)CC2)cc1
#37 O=C(NCc1cccnc1)Nc1cccc(NC(=O)NCc2cccnc2)c1
#38 C=CCN(C(=O)CSC1=NC(=O)CN1C(C)=O)c1nc(C)c(-c2ccccc2)s1
#39 COc1ccc(C(=O)OCC(=O)C(C)(C)C)cc1S(=O)(=O)N(C)CCc1cccnc1
#40 CCCCNC(=O)c1ccc2c(c1)S(=O)(=O)c1ccccc1C2=O

entry no.	33	34	35	36	37	38	39	40
Casp6 inh	0.3	-9.8	1.1	5.5	·	·	-5.8	3.1
LGR2 antag	4.9	6.4	-19.3	9.1	·	-24.9	3.1	0.6
Statin myotox sup	23.8	20.2	4.8	-0.9	-7.9	·	·	-7.3
S100A4 inh HTS	-2.7	-3.5	6.1	-1.7	·	-11.2	-4.3	1.3
FN deposit inh	·	-0.7	10.4	5.4	11.5	-2.6	2.2	·
SIRT5 block	-3.0	-3.0	-5.8	1.5	·	-1.8	-1.1	1.4
esBAF inh	12.5	0.5	-6.0	9.1	4.1	·	·	-2.1

#41 COc1cc(/C=C2/C(=N)N3C(=NC2=O)SN=C3S(=O)(=O)C(C)C)ccc1OC(=O)c1ccco1
#42 O=C(Cc1c(Cl)cccc1Cl)OCC(=O)N1CCN(C(=O)c2ccco2)CC1
#43 CC(C)(C)[C@H]1COC(=O)CCC/C=C/C[C@H](CC(=O)N(CCO)Cc2ccccc2)C(=O)N1
#44 CCn1c(=O)cc(SCC(=O)N(C)Cc2ccccc2)c2ccccc21
#45 Cc1ccc(NC(=S)NNC(=S)NNc2ccccc2)cc1C
#46 Cc1ccc(S(=O)(=O)N[C@@H](CC(C)C)C(=O)N2CCC(C(=O)N[C@@H](Cc3ccccc3)C(=O)O)CC2)cc1
#47 CCCCCCN1C[C@@H](n2cc(-c3ccc(F)cc3)nn2)[C@H](O)C[C@@H]1c1ccccc1
#48 C[C@H](CO)N1C[C@H](C)[C@H](CN(C)C)Oc2ncc(C#CC3(O)CCCC3)cc2C1=O

entry no.	41	42	43	44	45	46	47	48
Casp6 inh	5.0	0.2	-0.7	·	-4.0	-4.3	1.1	0.0
LGR2 antag	-1.0	-0.6	4.8	·	-84.6	·	4.8	-33.7
Statin myotox sup	29.4	·	-1.3	4.6	-11.2	3.4	12.3	20.3
S100A4 inh HTS	5.5	-5.4	-12.6	·	-2.8	0.0	6.7	-2.4
FN deposit inh	-2.9	-0.4	-4.4	3.2	·	·	4.3	0.8
SIRT5 block	6.6	-1.2	-4.1	·	·	·	3.5	-3.5
esBAF inh	-12.8	·	11.6	5.4	25.9	-4.0	2.3	3.9

#49 CCCOc1ccc(C(=O)NCC(c2ccco2)N(C)C)cc1 (configuration not stated)
#50 CC1CCCC(NC(=O)CN2C(=O)NC(C)(c3cc(F)ccc3F)C2=O)C1C (configuration not stated)
#51 COc1ccc(OC)c(-n2c(SCC(=O)NCc3ccco3)nnc2-c2c[nH]c3ccccc23)c1
#52 O=C(C[n+]1ccccc1)Nc1c(Cl)cc(Cl)cc1Cl
#53 Cc1ccccc1NC(=O)CCc1c(C)nn(-c2ccc(N3CCCCC3)nn2)c1C
#54 Cc1noc(C)c1COc1ccc(C(=O)N2CCN(S(=O)(=O)c3ccc(Cl)cc3)CC2)cc1
#55 CN(C)CCn1c(SCc2ccccc2C#N)nc2c(sc3ccccc32)c1=O
#56 O=C(CCN1C(=O)/C(=C/c2ccccc2Cl)SC1=S)Nc1cccnc1

entry no.	49	50	51	52	53	54	55	56
Casp6 inh	-5.0	1.5	-1.0	-1.5	0.3	-0.4	-9.5	0.5
LGR2 antag	-12.9	7.5	-20.3	9.8	6.0	14.4	-2.8	-0.6
Statin myotox sup	3.3	2.3	3.8	·	-2.1	·	3.7	9.7
S100A4 inh HTS	-4.4	-2.9	-7.0	3.9	-1.8	-2.9	-7.2	5.9
FN deposit inh	-0.2	9.3	12.1	-3.7	3.7	3.5	-3.4	0.3
SIRT5 block	2.8	1.2	4.9	-2.0	3.3	-4.7	-13.8	-0.2
esBAF inh	5.2	-10.7	1.7	·	23.8	·	8.6	-0.3

#57 CC1CN(S(=O)(=O)c2ccc(C(=O)N(CCCN(C)C)c3nc4c(Cl)cccc4s3)cc2)CC(C)O1 (configuration not stated)
#58 O=C(NNC1=NS(=O)(=O)c2ccccc21)c1ccc([N+](=O)[O-])cc1
#59 Cc1nn(CC(=O)Nc2ccc(N3CCOCC3)cc2)c(C)c1Br
#60 C[C@@H]1CN([C@@H](C)CO)C(=O)c2cc(NC(=O)Cc3ccccc3)ccc2O[C@@H]1CN(C)S(=O)(=O)c1cccs1

entry no.	57	58	59	60
Casp6 inh	2.3	-2.8	-2.5	-1.5
LGR2 antag	-13.7	29.4	4.9	8.7
Statin myotox sup	11.6	0.0	8.4	22.7
S100A4 inh HTS	-2.6	-6.6	-1.6	7.8
FN deposit inh	6.0	-15.4	-3.8	·
SIRT5 block	9.3	-3.4	-0.8	5.9
esBAF inh	-1.0	-31.9	10.0	-10.3
